Vif-A3G inh = blocks the Vif interaction with human APOBEC3G; HeLa A3G-eYFP + Vif (tagged APOBEC3G with the HIV-1 protein that degrades it), YFP fluorescence, overnight; Potency, µM (top dose mostly 46.1 µM), for the others: at the top dose activity, negative = active, actives largely listed as inhibitors; actives 0.076% (n = 410,000); AID 602310;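 also: potency is read from the fitted curve at half-maximal effect; % is scaled to controls: 0 for no effect and ±100 for the full control effect; nearly all actives have a fitted effect of over 60% in size; hits raise eYFP signal because A3G escapes Vif-driven loss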
Target sequence (Q9HC16 whole entry, looked up): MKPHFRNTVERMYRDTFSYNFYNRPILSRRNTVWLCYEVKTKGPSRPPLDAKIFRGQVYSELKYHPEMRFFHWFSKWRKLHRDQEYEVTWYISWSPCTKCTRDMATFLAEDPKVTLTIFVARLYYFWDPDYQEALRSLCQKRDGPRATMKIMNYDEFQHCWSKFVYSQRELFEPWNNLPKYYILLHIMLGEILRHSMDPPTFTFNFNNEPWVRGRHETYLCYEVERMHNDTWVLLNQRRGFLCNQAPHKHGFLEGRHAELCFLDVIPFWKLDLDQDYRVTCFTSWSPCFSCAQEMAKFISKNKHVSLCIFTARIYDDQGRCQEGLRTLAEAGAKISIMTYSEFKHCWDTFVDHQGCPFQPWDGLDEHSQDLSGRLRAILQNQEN
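HeLa cells stably expressing Vif and C-terminally eYFP-tagged A3G, seeded overnight at 37 deg C, then exposed to compound by pintool overnight at 37 deg C. Rise in yellow fluorescence (Ex 488/Em 500-530, Acumen) marks blocked Vif-driven A3G degradation.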
LDHA inh = LDHA (human) enzyme inhibition. P00338. purified LDHA, NADH/diaphorase-resazurin fluorescence; active compounds read low. activity change, % (values are at about 110 or 230 µM). actives 0.15% (n = 480,000). AID 1347041; in the data active = activity change below about -30%; inconclusive = mostly about -25% to -30%;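 also: plate controls were DMSO wells for no effect and wells without enzyme for full effect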
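Human LDH5 (2 nM) was incubated with 0.06 mM NADH and 0.2 mM pyruvate for 5 min at room temperature in Tris pH 7.4. Remaining NADH was coupled through diaphorase/resazurin, and resorufin fluorescence was read at 0 and 20 min.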
D2 potentiator = positively modulates the human D2 dopamine receptor allosterically | P14416 | HEK293 T-REx D2, calcium flux, EC20 dopamine potentiation | potentiation, % at 10 µM | actives 0.34% (n = 340,000) | AID 485347;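 active = potentiation over 3 SD above the plate norm, cut at about 30% in these data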; also: 0% is about no effect
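Calcium flux readout, no-wash dye, 1 read/s. Inducible HEK293 Trex D2 line, overnight 30 C. Compound alone 180 s (agonist flags), then EC20 dopamine, another 180 s to score potentiation.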
D1 ag = agonists of human D1 dopamine receptor; P21728; HEK293 T-REx D1 cells, calcium flux, agonist mode; activation, % at 2 µM; actives 1% (n = 360,000); AID 504660; in the data active = activation above about 30%; also: 0% is about no effect
Target sequence (P21728 whole entry, looked up): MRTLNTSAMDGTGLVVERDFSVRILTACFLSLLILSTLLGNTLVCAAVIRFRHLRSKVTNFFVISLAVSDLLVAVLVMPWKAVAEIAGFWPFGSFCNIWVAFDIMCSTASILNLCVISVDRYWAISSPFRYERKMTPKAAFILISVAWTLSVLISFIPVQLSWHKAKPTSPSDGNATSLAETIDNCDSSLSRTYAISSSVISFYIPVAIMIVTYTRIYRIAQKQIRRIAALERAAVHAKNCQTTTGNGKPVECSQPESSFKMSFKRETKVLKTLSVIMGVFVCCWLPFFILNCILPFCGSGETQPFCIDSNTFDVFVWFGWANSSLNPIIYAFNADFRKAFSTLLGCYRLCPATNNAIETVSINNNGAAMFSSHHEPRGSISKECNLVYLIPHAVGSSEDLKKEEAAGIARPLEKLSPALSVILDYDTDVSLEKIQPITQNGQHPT
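Tetracycline-induced HEK293 TREx D1 cells, force-coupled to calcium signalling, were dye-loaded with a no-wash calcium kit. Compound was pin-added after a 10 s baseline. Fluorescence was read kinetically at 1 cycle/s for 180 s, with calcium rises flagged as agonism.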
RXFP1 ag = RXFP1 (human) receptor agonism. actives 0.3% (n = 370,000). Q9HBX9. HEK293T-RXFP1 cAMP TR-FRET, 30 min; response scale: percent of porcine relaxin response, buffer zero. Potency, µM (doses to about 57.5 µM), for the others: at the highest dose activation, hits mostly activators; also: potency is read from the fitted curve at half-maximal effect; % is scaled to controls: 0 for no effect and ±100 for the full control effect; nearly all actives have a fitted effect of over 60% in size; many of its hits are not listed in these tables
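cAMP rise read by TR-FRET after 30 min, 37C compound exposure (up to 58 uM) in RXFP1-transfected HEK293 cells with Ro 20174 present. EC50 from Hill-equation fits, with 29 nM porcine relaxin as 100% and buffer as basal.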
Vif-APOBEC3F blk = blocks the Vif interaction with APOBEC3F | HeLa A3F-eYFP + Vif (tagged APOBEC3F with the HIV-1 protein that degrades it), YFP fluorescence increase | actives 0.2% (n = 390,000) | AID 602313 | Potency, µM (highest dose often 46.1 µM), for the others: at the highest dose activity, negative = active; also: potency is read from the fitted curve at half-maximal effect; % of control where 0% means no effect; nearly all actives have a fitted effect of over 65% in size
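Fluorescence increase (Ex 488/Em 500-530) after overnight compound treatment at 37 deg C flags inhibition of Vif-driven A3F-eYFP loss in stable HeLa A3F-eYFP/Vif cells seeded overnight beforehand.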
D1 antagonist = blocks dopamine activation of the human D1 receptor. P21728. HEK293 TREx D1 cells, calcium flux, dopamine EC80; active compounds read low. activity change, negative = inhibition, % at 10 µM. actives 3.2% (n = 360,000). AID 504652; in the data active = activity change below about -30%; also: % is scaled to controls: 0 for no effect and ±100 for the full control effect
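HEK293 T-REx cells expressing inducible, force-coupled D1 receptor; no-wash Ca dye, 30–90 min RT. Cmpd → 180 s read at 1 Hz → EC80 DA → 180 s read.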
GRP78 ERSR act = ER stress response induction in glioma; U87-MG GRP78 promoter luciferase reporter, 16 h; Potency, µM, for the others: at the top dose activation, hits mostly activators; actives 0.02% (n = 420,000); AID 602332; also: potency is read from the fitted curve at half-maximal effect; series mostly up to about 76 µM; % of control where 0% means no effect; nearly all actives have a fitted effect of over 35% in size
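Stably transfected U87-MG human glioma cells carrying a GRP78-based luminescent sensor were seeded at 1000 cells/well, pin-dosed with compounds and incubated 16 h. Luciferase reagent was then added, and end-point luminescence was read after 10 min at room temperature.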
D1 potentiator = human D1 dopamine receptor positive modulation | HEK293 TREx D1 cells, calcium flux, dopamine EC20 potentiation | potentiation, % at 10 µM | actives 0.036% (n = 360,000); in the data active = potentiation above about 30%; also: 0% is about no effect
Active calls of the source: *. Unless noted, calls follow the shape of the dose curve; as a rule, active = well fitted curve in the direction sought with a large enough effect; inconclusive = small, poorly fitted or top-dose-only effect, or another doubt; inactive = no such curve, though single readings can be large; an effect the other way counts as inactive or inconclusive. A portion of the library; rates above refer to the full screens.

For O=C(C1=C[C@H](c2coc3ccccc3c2=O)C[C@H](OCc2ccc(CO)cc2)O1)N1CCN(Cc2ccc3c(c2)OCO3)CC1 the results were Vif-A3G inh 1%, LDHA inh -3, D2 potentiator -3, D1 ag -3, RXFP1 ag 1.3%, Vif-APOBEC3F blk -4%, D1 antagonist 10, GRP78 ERSR act -5% and D1 potentiator -1.
For COc1cc(OC)cc(C(=O)NNC(=S)Nc2ccc(S(N)(=O)=O)cc2)c1 the results were Vif-A3G inh inconclusive, LDHA inh -5, D2 potentiator 15, D1 ag 23, RXFP1 ag -0.9%, Vif-APOBEC3F blk -15%, D1 antagonist -1, GRP78 ERSR act -6% and D1 potentiator -1.
`CC(CCc1ccccc1)NC(=O)[C@@H]1Cc2ccccc2CN1` (stereo partly drawn) gave Vif-A3G inh -2%, LDHA inh 0, D2 potentiator -5, D1 ag 0, RXFP1 ag 0.0%, Vif-APOBEC3F blk -5%, D1 antagonist 3, GRP78 ERSR act 0% and D1 potentiator -6.
`Cc1cccc(NC(=O)CSCC(=O)Nc2cc(Cl)ccc2N2CCOCC2)c1` gave Vif-A3G inh -10%, LDHA inh -2, D2 potentiator 8, D1 ag 1, RXFP1 ag 0.4%, Vif-APOBEC3F blk -21%, D1 antagonist -7, GRP78 ERSR act -3% and D1 potentiator -8.
Screening CCN(CC)C(=O)CSc1nnc(-c2cnccn2)n1-c1ccccc1 returned Vif-A3G inh 0%, LDHA inh -1, D2 potentiator -8, D1 ag 4, RXFP1 ag 2.1%, Vif-APOBEC3F blk 1%, D1 antagonist 4, GRP78 ERSR act -3% and D1 potentiator -6.
For NS(=O)(=O)c1ccc(NC(=O)CSc2ccccn2)cc1 the results were Vif-A3G inh 0%, LDHA inh 1, D2 potentiator 12, D1 ag 7, RXFP1 ag -1.3%, Vif-APOBEC3F blk -11%, D1 antagonist -1, GRP78 ERSR act 1% and D1 potentiator -6.
COc1ccc(OC)c(NC(=O)COC(=O)CCC2CCCC2)c1 was read as Vif-A3G inh -1%, LDHA inh 4, D2 potentiator 3, D1 ag 0, RXFP1 ag -0.5%, Vif-APOBEC3F blk 1%, D1 antagonist 7, GRP78 ERSR act -4% and D1 potentiator 2.
`Cc1cccc(C(=O)OCC(=O)NCCCc2ccccc2)c1O` gave Vif-A3G inh 0%, LDHA inh -4, D2 potentiator -10, D1 ag 2, RXFP1 ag 3.4%, Vif-APOBEC3F blk 3%, D1 antagonist -6, GRP78 ERSR act -5% and D1 potentiator -3.
For O=C(c1ccccc1)N1CCN(c2ccc([N+](=O)[O-])c(N3CCOCC3)c2)CC1 the results were Vif-A3G inh -4%, LDHA inh 0, D2 potentiator -5, D1 ag 3, RXFP1 ag 0.8%, Vif-APOBEC3F blk 0%, D1 antagonist -1, GRP78 ERSR act -1% and D1 potentiator -11.
Screening CCCC[C@@H]1CNC(=S)N1CCCC returned Vif-A3G inh -1%, LDHA inh -4, D2 potentiator -1, D1 ag -2, RXFP1 ag 1.1%, Vif-APOBEC3F blk 1%, D1 antagonist 3, GRP78 ERSR act -5% and D1 potentiator 6.
O=C1CNC(=O)N1Cc1ccc(Br)cc1 was read as Vif-A3G inh 1%, LDHA inh -4, D2 potentiator 6, D1 ag 2, RXFP1 ag 0.4%, Vif-APOBEC3F blk 1%, D1 antagonist -7, GRP78 ERSR act -3% and D1 potentiator 1.
`CCCCNS(=O)(=O)c1cc2c3c(c1)CCN3C(=O)CC2` gave Vif-A3G inh 7%, LDHA inh -12, D2 potentiator 14, D1 ag 2, RXFP1 ag -1.0%, Vif-APOBEC3F blk -4%, D1 antagonist -3, GRP78 ERSR act -5% and D1 potentiator -2.
`Cc1ccc(/C=C/c2ccc(=O)n(Cc3ccccc3Cl)n2)cc1` gave Vif-A3G inh 2%, LDHA inh -12, D2 potentiator -4, D1 ag 10, RXFP1 ag -0.5%, Vif-APOBEC3F blk -18%, D1 antagonist 3, GRP78 ERSR act 8% and D1 potentiator -5.
`CC(=O)N(C(C)=O)c1ccc2nc(C)[nH]c(=O)c2c1` gave Vif-A3G inh 0%, LDHA inh -3, D2 potentiator 0, D1 ag 1, RXFP1 ag 0.2%, Vif-APOBEC3F blk 0%, D1 antagonist -13, GRP78 ERSR act -2% and D1 potentiator 3.
COc1ccc(-c2nn(-c3ccccc3)cc2C(=O)Nc2ccccc2OC)cc1 was read as Vif-A3G inh -1%, LDHA inh -6, D2 potentiator 8, D1 ag 10, RXFP1 ag 0.0%, Vif-APOBEC3F blk 0%, D1 antagonist -14, GRP78 ERSR act 2% and D1 potentiator -4.
`Cc1ccc(S(=O)(=O)N2C[C@@H](C)[C@]3(C2)[C@H](O)[C@H](OC(=O)Nc2c(C)noc2C)C[C@H]2C(=O)N(c4ccccc4)C(=O)[C@H]23)cc1` gave Vif-A3G inh 0%, LDHA inh 0, Vif-APOBEC3F blk 14% and GRP78 ERSR act -2%.
`C[C@H](NC(=O)c1nc[nH]c1C(=O)NC[C@@H](C)O)c1ccccc1` gave Vif-A3G inh 2%, LDHA inh -5, Vif-APOBEC3F blk 0% and GRP78 ERSR act -4%.
Cc1nn(Cc2ccccc2Cl)c(C)c1C(=O)NCc1ccco1 was read as Vif-A3G inh -10%, LDHA inh 1, D2 potentiator -7, D1 ag 2, RXFP1 ag 0.4%, Vif-APOBEC3F blk 2%, D1 antagonist 1, GRP78 ERSR act -2% and D1 potentiator 2.
`CCc1ccccc1NC(=O)c1cc2sccc2n1C` gave Vif-A3G inh -3%, LDHA inh -8, D2 potentiator 20, D1 ag 0, RXFP1 ag 0.8%, Vif-APOBEC3F blk 4%, D1 antagonist 0, GRP78 ERSR act 0% and D1 potentiator -3.
O=C(O)C1=C[C@H](c2cccs2)C[C@H](OCc2ccc(CO)cc2)O1 was read as Vif-A3G inh 0%, LDHA inh -3, D2 potentiator 3, D1 ag 0, RXFP1 ag -0.2%, Vif-APOBEC3F blk -7%, D1 antagonist -13, GRP78 ERSR act 13% and D1 potentiator 0.

Overlap with the part before: 2 entries, then new ones.
`CCc1ccccc1NC(=O)c1cc2sccc2n1C` gave Vif-A3G inh -3%, LDHA inh -8, D2 potentiator 20, D1 ag 0, RXFP1 ag 0.8%, Vif-APOBEC3F blk 4%, D1 antagonist 0, GRP78 ERSR act 0% and D1 potentiator -3.
O=C(O)C1=C[C@H](c2cccs2)C[C@H](OCc2ccc(CO)cc2)O1 was read as Vif-A3G inh 0%, LDHA inh -3, D2 potentiator 3, D1 ag 0, RXFP1 ag -0.2%, Vif-APOBEC3F blk -7%, D1 antagonist -13, GRP78 ERSR act 13% and D1 potentiator 0.
NS(=O)(=O)c1cnccc1Oc1cccc(Cl)c1 was read as Vif-A3G inh 1%, LDHA inh -1, Vif-APOBEC3F blk -17% and GRP78 ERSR act -4%.
`Cc1cc(/C=C2\SC(=Nc3ccc(F)cc3)NC2=O)c(C)n1-c1ccc(S(N)(=O)=O)cc1` gave Vif-A3G inh inconclusive, LDHA inh -7, D2 potentiator 0, D1 ag 3, RXFP1 ag -0.1%, Vif-APOBEC3F blk 1%, D1 antagonist -5, GRP78 ERSR act -5% and D1 potentiator 2.
`COCOCCn1cc(CN2CCS(=O)(=O)N(Cc3ccc(-c4ccc(OC)nc4)cc3)C(C)C2=O)nn1` (stereo not drawn) gave Vif-A3G inh 3%, LDHA inh 1, Vif-APOBEC3F blk 5% and GRP78 ERSR act -2%.
Screening CNC(=S)NNC(=O)c1cccn(Cc2ccccc2)c1=O returned Vif-A3G inh 2%, LDHA inh 1, D2 potentiator 9, D1 ag 2, RXFP1 ag -0.6%, Vif-APOBEC3F blk -12%, D1 antagonist -2, GRP78 ERSR act -2% and D1 potentiator 5.
`C[n+]1cccc(/C=N/Nc2nc(Cl)c(C#N)c(Cl)c2Cl)c1` gave Vif-A3G inh -4%, LDHA inh -5, D2 potentiator -4, D1 ag 30, RXFP1 ag 11%, Vif-APOBEC3F blk -19%, D1 antagonist 1, GRP78 ERSR act -7% and D1 potentiator -2.
Cc1nc2c(cnn2-c2ccc(Cl)cc2)c(=O)n1-c1ccc(N2CCC(C)CC2)cc1 was read as D2 potentiator -2, D1 ag 6, RXFP1 ag 1.8% and D1 antagonist 3.
`C[C@H]1CN([C@@H](C)CO)C(=O)Cc2cc(NC(=O)C3CC3)ccc2O[C@H]1CN(C)Cc1ccc(C(=O)O)cc1` gave Vif-A3G inh 3%, LDHA inh -5, Vif-APOBEC3F blk 5% and GRP78 ERSR act -4%.
`CCCN(CC(=O)Nc1ccccc1C)C(=O)CC(NC(=O)c1ccccc1)c1ccccc1` (stereo not drawn) gave Vif-A3G inh 2%, LDHA inh 1, D2 potentiator -13, D1 ag 20, RXFP1 ag 0.2%, Vif-APOBEC3F blk 0%, D1 antagonist 24, GRP78 ERSR act -3% and D1 potentiator -4.
`CCN1C(=O)C(CC(=O)Nc2ccc(OC)cc2)N(Cc2cccnc2)C1=S` (stereo not drawn) gave Vif-A3G inh 3%, LDHA inh -7, D2 potentiator -8, D1 ag 0, RXFP1 ag -2.2%, Vif-APOBEC3F blk -3%, D1 antagonist -14, GRP78 ERSR act 4% and D1 potentiator 9.
For Cc1cc(OCCCCN2C(=O)NC(C)(C)C2=O)cc(C)c1Cl the results were Vif-A3G inh -8%, LDHA inh 0, D2 potentiator -2, D1 ag 5, RXFP1 ag 0.0%, Vif-APOBEC3F blk -5%, D1 antagonist -12, GRP78 ERSR act 3% and D1 potentiator 0.
`Nc1ncnc2c1ncn2C1OC(CO)C(O)C1N` (stereo not drawn) gave Vif-A3G inh 5%, LDHA inh 3, D2 potentiator 0, D1 ag 0, RXFP1 ag 15%, Vif-APOBEC3F blk 3%, D1 antagonist 3, GRP78 ERSR act -3% and D1 potentiator 2.
Clc1ccccc1OCc1nc(-c2ccc(Br)o2)no1 was read as Vif-A3G inh -20%, LDHA inh 1, D2 potentiator 12, D1 ag 11, RXFP1 ag -0.6%, Vif-APOBEC3F blk -3%, D1 antagonist -41* and GRP78 ERSR act -1%.
Cc1ccc(NCc2cccnc2)c(Br)c1 was read as Vif-A3G inh 1%, LDHA inh -20, D2 potentiator -1, D1 ag 1, RXFP1 ag 1.1%, Vif-APOBEC3F blk -2%, D1 antagonist 4, GRP78 ERSR act 3% and D1 potentiator 2.
